Anthrax LF inh2: blocks Bacillus anthracis lethal factor protease. P15917. multiplex microsphere protease cleavage assay, LF. inhibition, % at 10 µM. actives 0.12% (n = 360,000). AID 588501; further: plate controls were buffer without enzyme for full effect and enzyme alone for no effect
BoNT-A LC inh2: blocks Botulinum neurotoxin A light chain protease; multiplex microsphere protease substrate cleavage, flow cytometry; inhibition, % at 10 µM; actives 0.17% (n = 360,000); further: plate controls were buffer without enzyme for full effect and enzyme alone for no effect
BH1578 lux ind: induces V. cholerae light production without autoinducers. AID 588436. V. cholerae BH1578 lux reporter, luminescence, 6 h. activation, % at 18.7 µM. actives 0.16% (n = 350,000); in the data active means activation mostly above about 9.7%, no sharp cut-off; further: not every result past the cut was called active; inactives centre near 0; reference of the scale not given here
Y pestis TopoI: inhibitors of Yersinia pestis topoisomerase I; actives 0.064% (n = 360,000); AID 504884; Y. pestis Topo-I cleavage product accumulation, plate reader; activity, % at 10 µM; in the data active means activity above about 50%, passing the limit was not always enough; further: inactives centre near 2
TcdB inh: inhibitors of Clostridioides difficile toxin B glycohydrolase; P18177; TcdB glycohydrolase enzymatic assay, plate reader; inhibition, % at 9.99 µM; actives 0.24% (n = 350,000); AID 652162; in the data active means inhibition above about 10%
Target sequence (P18177 whole entry, looked up): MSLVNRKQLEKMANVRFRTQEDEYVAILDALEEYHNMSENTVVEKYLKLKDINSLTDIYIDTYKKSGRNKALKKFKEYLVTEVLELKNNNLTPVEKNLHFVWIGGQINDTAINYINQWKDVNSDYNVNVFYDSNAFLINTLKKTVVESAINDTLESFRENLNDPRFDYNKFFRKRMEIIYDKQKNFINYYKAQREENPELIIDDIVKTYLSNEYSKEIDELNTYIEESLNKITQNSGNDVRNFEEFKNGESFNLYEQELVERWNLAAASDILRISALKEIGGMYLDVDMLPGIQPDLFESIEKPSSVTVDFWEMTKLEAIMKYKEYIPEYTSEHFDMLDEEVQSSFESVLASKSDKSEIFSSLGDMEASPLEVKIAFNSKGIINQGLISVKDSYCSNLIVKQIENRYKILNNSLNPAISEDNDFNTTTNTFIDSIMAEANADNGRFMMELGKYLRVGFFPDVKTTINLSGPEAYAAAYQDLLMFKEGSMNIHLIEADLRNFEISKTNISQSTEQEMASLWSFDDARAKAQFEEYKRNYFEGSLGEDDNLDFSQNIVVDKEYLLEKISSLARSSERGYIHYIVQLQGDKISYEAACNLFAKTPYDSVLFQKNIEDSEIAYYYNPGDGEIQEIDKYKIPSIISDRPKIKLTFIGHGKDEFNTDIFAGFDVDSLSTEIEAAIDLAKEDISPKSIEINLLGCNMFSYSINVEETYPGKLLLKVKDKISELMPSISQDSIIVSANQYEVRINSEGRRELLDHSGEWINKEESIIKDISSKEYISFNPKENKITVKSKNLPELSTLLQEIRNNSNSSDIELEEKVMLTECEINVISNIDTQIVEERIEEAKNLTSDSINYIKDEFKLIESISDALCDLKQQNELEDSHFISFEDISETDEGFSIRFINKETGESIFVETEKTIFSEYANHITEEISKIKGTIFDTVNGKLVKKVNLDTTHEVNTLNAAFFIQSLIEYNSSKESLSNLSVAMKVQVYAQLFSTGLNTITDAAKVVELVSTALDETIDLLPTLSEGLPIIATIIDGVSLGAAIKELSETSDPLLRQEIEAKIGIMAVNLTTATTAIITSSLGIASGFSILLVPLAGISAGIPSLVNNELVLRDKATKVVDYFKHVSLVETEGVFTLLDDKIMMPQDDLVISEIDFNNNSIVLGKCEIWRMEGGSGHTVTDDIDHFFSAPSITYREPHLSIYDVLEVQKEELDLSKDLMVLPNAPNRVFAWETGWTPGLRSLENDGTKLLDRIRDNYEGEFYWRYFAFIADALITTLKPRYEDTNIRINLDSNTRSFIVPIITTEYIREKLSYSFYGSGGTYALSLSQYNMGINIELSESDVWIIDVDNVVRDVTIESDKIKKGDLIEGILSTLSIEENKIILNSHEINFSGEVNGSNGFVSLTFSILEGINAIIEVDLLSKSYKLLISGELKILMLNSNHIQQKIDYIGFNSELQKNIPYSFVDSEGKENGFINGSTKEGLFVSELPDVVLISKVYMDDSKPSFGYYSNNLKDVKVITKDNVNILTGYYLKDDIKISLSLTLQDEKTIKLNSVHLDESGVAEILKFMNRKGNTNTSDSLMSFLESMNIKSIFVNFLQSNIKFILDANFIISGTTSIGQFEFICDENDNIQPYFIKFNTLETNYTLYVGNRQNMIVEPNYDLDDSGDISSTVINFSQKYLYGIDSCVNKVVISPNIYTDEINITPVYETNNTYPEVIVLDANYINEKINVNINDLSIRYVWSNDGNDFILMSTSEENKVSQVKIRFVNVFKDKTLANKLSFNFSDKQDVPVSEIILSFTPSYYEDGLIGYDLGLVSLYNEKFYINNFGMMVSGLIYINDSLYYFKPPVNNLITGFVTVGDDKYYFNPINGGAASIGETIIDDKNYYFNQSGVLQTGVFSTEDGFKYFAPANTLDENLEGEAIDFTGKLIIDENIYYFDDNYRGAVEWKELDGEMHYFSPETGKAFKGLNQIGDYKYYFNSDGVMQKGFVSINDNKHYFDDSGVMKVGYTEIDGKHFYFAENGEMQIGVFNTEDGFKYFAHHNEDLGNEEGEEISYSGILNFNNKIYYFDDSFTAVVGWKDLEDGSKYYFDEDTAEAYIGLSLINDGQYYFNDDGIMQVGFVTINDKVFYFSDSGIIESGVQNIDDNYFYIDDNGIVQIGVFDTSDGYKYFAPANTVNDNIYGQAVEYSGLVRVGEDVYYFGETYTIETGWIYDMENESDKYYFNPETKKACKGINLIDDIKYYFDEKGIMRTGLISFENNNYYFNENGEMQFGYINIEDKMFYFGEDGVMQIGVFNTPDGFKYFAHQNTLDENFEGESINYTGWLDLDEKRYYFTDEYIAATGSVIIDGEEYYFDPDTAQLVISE
PriA SSB inh: K. pneumoniae PriA-SSBct interaction inhibition; AlphaScreen SSBct-PriA binding, biotinylated peptide; actives 0.6% (n = 430,000); inhibition, % at 33 µM; in the data active means inhibition mostly above about 37%, no sharp cut-off; inactive means mostly below about 20%;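 further: plate controls were negative control peptide for no effect and reference peptide for full effect; strong numbers were not always called active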
PfHsp40 rescue: compounds rescuing yeast from Plasmodium falciparum HSP40 toxicity. S. cerevisiae expressing PfHsp40, growth rescue, ATP luminescence. growth rescue, % at 12.5 µM. actives 0.68% (n = 340,000). AID 504582; in the data active means growth rescue above about 28%, passing the limit was not always enough;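 further: yeast W303a lacking pdr1 and pdr3 grown in galactose medium; growth measured after three days at 30 °C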
PrPC TRFRET: cell surface PrPC inhibition, primary TR-FRET screen | P04156 | TR-FRET read-out | inhibition, % at 13.8 µM | actives 0.43% (n = 370,000) | AID 720596; in the data active means inhibition above about 24%; further: 0% = median of the test wells and 100% = reference compound wells
3CLpro inhibitor: SARS-CoV 3CLpro protease inhibition; recombinant SARS-CoV 3CLpro, quenched FRET peptide cleavage; AID 1706; inhibition, % at 6 µM; actives 0.14% (n = 290,000); P0C6X7; in the data active means inhibition above about 12%
* marks the source's active call; other numbers are inactive results; & = joins results of further samples. Unless noted, no stated cut-off is given here; in the data, active means inhibition above about 30%; inconclusive means no clear call, values can overlap the other calls; inactive means below that. The list is partial; rates above refer to the full screens.

How did C=C1CCN([C@@H](CC(C)C)C(=O)O)S(=O)(=O)c2ccccc21 do in these assays?
Anthrax LF inh2: 10; BoNT-A LC inh2: -0.9; BH1578 lux ind: inactive; Y pestis TopoI: 7; TcdB inh: 0.8; PriA SSB inh: -9; PfHsp40 rescue: 0.1; PrPC TRFRET: 4

Results for CN(Cc1ccccc1)C(=O)c1ccc2c(c1)OCCO2 ?
Anthrax LF inh2: -10; BoNT-A LC inh2: 0.4; BH1578 lux ind: -0.2; Y pestis TopoI: 2; PriA SSB inh: -4; PfHsp40 rescue: 0.0; PrPC TRFRET: 3; 3CLpro inhibitor: 4

How did COc1ccc(C)cc1S(=O)(=O)Nc1ccc(F)c(Cl)c1 do in these assays?
Anthrax LF inh2: 1; BoNT-A LC inh2: -0.3; BH1578 lux ind: inactive; Y pestis TopoI: 5; PriA SSB inh: 2; PfHsp40 rescue: 1.8; PrPC TRFRET: 14; 3CLpro inhibitor: -2

How did O=C(c1ccco1)N1CCCSC1=Nc1ccccc1 do in these assays?
Anthrax LF inh2: -2; BoNT-A LC inh2: -1.1; BH1578 lux ind: 1.0; Y pestis TopoI: 3; PriA SSB inh: -22; PfHsp40 rescue: -1.4; PrPC TRFRET: -3; 3CLpro inhibitor: -3

What do the screens show for `Cc1ccc(CN2C(=O)c3ccccc3NC2c2cc(Br)ccc2O)cc1` (stereo not given)?
Anthrax LF inh2: -3; BoNT-A LC inh2: -1.7; BH1578 lux ind: -0.5; Y pestis TopoI: -6; TcdB inh: 0.8; PriA SSB inh: -2; PfHsp40 rescue: 5.0; PrPC TRFRET: 5; 3CLpro inhibitor: 5

What do the screens show for `C=CCOc1ccn(C)c(=O)n1`?
Anthrax LF inh2: 4; BoNT-A LC inh2: -3.6; BH1578 lux ind: inactive; Y pestis TopoI: 2; TcdB inh: 0.7; PriA SSB inh: -12; PfHsp40 rescue: -1.0; PrPC TRFRET: 8; 3CLpro inhibitor: 1

How did Cc1cc(NS(=O)(=O)c2ccc(NC(=O)/C=C/c3ccccc3)cc2)no1 do in these assays?
Anthrax LF inh2: -4; BoNT-A LC inh2: 0.7; BH1578 lux ind: -3.1; Y pestis TopoI: 7; TcdB inh: 0.1; PriA SSB inh: -4; PfHsp40 rescue: -0.1; PrPC TRFRET: -4; 3CLpro inhibitor: 1

Results for CCCOc1ccc(S(=O)(=O)N2CCCC2)cc1[N+](=O)[O-] ?
Anthrax LF inh2: -4; BoNT-A LC inh2: -0.1; BH1578 lux ind: -0.1; Y pestis TopoI: 11; TcdB inh: 2.4; PriA SSB inh: 2; PfHsp40 rescue: 3.1; PrPC TRFRET: -3; 3CLpro inhibitor: -1

Results for Cc1nnc(N2CCCC(C(=O)NCc3ccc(OC(C)C)cc3)C2)c2nn(-c3ccccc3)c(C)c12 (stereo not given) ?
Anthrax LF inh2: -4; BoNT-A LC inh2: -11; BH1578 lux ind: -0.3; Y pestis TopoI: 37; TcdB inh: -0.4; PriA SSB inh: 0; PfHsp40 rescue: -1.6; PrPC TRFRET: -2; 3CLpro inhibitor: 2

How did Cc1cc(C)c2nc(N3C(=O)C(O)=C(C(=O)c4ccco4)C3c3ccco3)sc2c1 (stereo not given) do in these assays?
Anthrax LF inh2: -4; BoNT-A LC inh2: 0.7; BH1578 lux ind: 0.6; Y pestis TopoI: 9; TcdB inh: 0.0; PriA SSB inh: -4; PfHsp40 rescue: -0.3; PrPC TRFRET: 5; 3CLpro inhibitor: 4

How did OC[C@H]1O[C@@H](c2nc(-c3ccc4[nH]ccc4c3)no2)[C@H](O)[C@@H](O)[C@H]1O do in these assays?
Anthrax LF inh2: 4; BoNT-A LC inh2: 0.3; BH1578 lux ind: inactive; Y pestis TopoI: -3; TcdB inh: 0.0; PrPC TRFRET: 0

What do the screens show for `C=CCc1c(OC)ccc2c1c(S(=O)(=O)c1ccc(C)cc1)cn2COC`?
Anthrax LF inh2: -20; BoNT-A LC inh2: -2.3; BH1578 lux ind: inactive; Y pestis TopoI: 17; TcdB inh: 0.7; PriA SSB inh: -7; PfHsp40 rescue: 3.8; PrPC TRFRET: -7; 3CLpro inhibitor: 4

Some of these compounds in order of SMILES length, ascending:
How did O=C(c1ccco1)N1CCCSC1=Nc1ccccc1 do in these assays?
Anthrax LF inh2: -2; BoNT-A LC inh2: -1.1; BH1578 lux ind: 1.0; Y pestis TopoI: 3; PriA SSB inh: -22; PfHsp40 rescue: -1.4; PrPC TRFRET: -3; 3CLpro inhibitor: -3

How did COc1ccc(C)cc1S(=O)(=O)Nc1ccc(F)c(Cl)c1 do in these assays?
Anthrax LF inh2: 1; BoNT-A LC inh2: -0.3; BH1578 lux ind: inactive; Y pestis TopoI: 5; PriA SSB inh: 2; PfHsp40 rescue: 1.8; PrPC TRFRET: 14; 3CLpro inhibitor: -2

What do the screens show for `Cc1ccc(CN2C(=O)c3ccccc3NC2c2cc(Br)ccc2O)cc1` (stereo not given)?
Anthrax LF inh2: -3; BoNT-A LC inh2: -1.7; BH1578 lux ind: -0.5; Y pestis TopoI: -6; TcdB inh: 0.8; PriA SSB inh: -2; PfHsp40 rescue: 5.0; PrPC TRFRET: 5; 3CLpro inhibitor: 5

How did C=C1CCN([C@@H](CC(C)C)C(=O)O)S(=O)(=O)c2ccccc21 do in these assays?
Anthrax LF inh2: 10; BoNT-A LC inh2: -0.9; BH1578 lux ind: inactive; Y pestis TopoI: 7; TcdB inh: 0.8; PriA SSB inh: -9; PfHsp40 rescue: 0.1; PrPC TRFRET: 4

How did Cc1cc(C)c2nc(N3C(=O)C(O)=C(C(=O)c4ccco4)C3c3ccco3)sc2c1 (stereo not given) do in these assays?
Anthrax LF inh2: -4; BoNT-A LC inh2: 0.7; BH1578 lux ind: 0.6; Y pestis TopoI: 9; TcdB inh: 0.0; PriA SSB inh: -4; PfHsp40 rescue: -0.3; PrPC TRFRET: 5; 3CLpro inhibitor: 4

The results go on.
What do the screens show for `Cn1c(-c2ccc(F)cc2)cnc1NCc1cccc([N+](=O)[O-])c1`?
BH1578 lux ind: inactive; Y pestis TopoI: 6; TcdB inh: 1.7; PriA SSB inh: 7; PfHsp40 rescue: -1.4; PrPC TRFRET: -21; 3CLpro inhibitor: 5

Results for Oc1ccccc1C=Nc1cccc2ccccc12 ?
Anthrax LF inh2: 6; BoNT-A LC inh2: 3.3; BH1578 lux ind: -0.6; Y pestis TopoI: 0; TcdB inh: 0.0; PriA SSB inh: 13; PfHsp40 rescue: -1.2; PrPC TRFRET: 2; 3CLpro inhibitor: -1

What do the screens show for `CCOc1ccc2[nH]c(=O)c(CN(Cc3ccccc3)C(=O)N3CCCC3)cc2c1`?
Anthrax LF inh2: 0; BoNT-A LC inh2: -0.8; BH1578 lux ind: inactive; Y pestis TopoI: 4; PriA SSB inh: 5; PfHsp40 rescue: 1.1; PrPC TRFRET: 0; 3CLpro inhibitor: -5

Results for CCCCN(C(=O)C1=COCCO1)c1c(N)n(CCC)c(=O)[nH]c1=O ?
BH1578 lux ind: inactive; Y pestis TopoI: 4; TcdB inh: -2.7; PriA SSB inh: -5; PfHsp40 rescue: -0.1; PrPC TRFRET: -1

How did Cc1c(NC(=O)CCCN2C(=O)c3cccc4cccc(c34)C2=O)c(=O)n(-c2ccccc2)n1C do in these assays?
Anthrax LF inh2: 0; BoNT-A LC inh2: 0.0; BH1578 lux ind: inactive; Y pestis TopoI: 7; TcdB inh: 0.9; PriA SSB inh: 1&-7; PfHsp40 rescue: 0.8; PrPC TRFRET: -29; 3CLpro inhibitor: -8

Results for C=CCn1c(N)c(C(=O)Nc2ccccc2)c2nc3ccccc3nc21 ?
Anthrax LF inh2: -1; BoNT-A LC inh2: 2.3; BH1578 lux ind: -1.4; Y pestis TopoI: 5; PriA SSB inh: -10; PfHsp40 rescue: 0.0; PrPC TRFRET: -4; 3CLpro inhibitor: -1

What do the screens show for `CCN(CC)C(=O)CN1CCN(c2ccccc2F)CC1`?
Anthrax LF inh2: 2; BoNT-A LC inh2: 1.0; BH1578 lux ind: -0.5; Y pestis TopoI: -5; TcdB inh: 0.6; PriA SSB inh: -18; PfHsp40 rescue: -0.3; PrPC TRFRET: 0; 3CLpro inhibitor: 0

How did CCc1nnc(NC(=O)C2COc3ccccc3O2)s1 (stereo not given) do in these assays?
Anthrax LF inh2: -1; BoNT-A LC inh2: -0.4; BH1578 lux ind: -0.9; Y pestis TopoI: -5; PriA SSB inh: -13&-15; PfHsp40 rescue: -0.4; PrPC TRFRET: 0; 3CLpro inhibitor: 5

What do the screens show for `COc1cccc(NC(=S)N(CCc2c(C)[nH]c3ccccc23)Cc2ccco2)c1`?
Anthrax LF inh2: -10; BoNT-A LC inh2: -0.5; BH1578 lux ind: -0.3; Y pestis TopoI: -1; TcdB inh: -0.5; PriA SSB inh: -3; PfHsp40 rescue: -0.1; PrPC TRFRET: -1; 3CLpro inhibitor: -1

Results for COC(=O)c1ccc(-c2ccc(CNCC(O)c3ccccc3)o2)cc1 (stereo not given) ?
Anthrax LF inh2: -2; BoNT-A LC inh2: 0.1; BH1578 lux ind: -0.9; Y pestis TopoI: 1; PriA SSB inh: 6; PfHsp40 rescue: -0.2; PrPC TRFRET: -1; 3CLpro inhibitor: 4

Results for Cc1ccc(NC(=O)C(c2ccccc2)N(C)C)cc1Cl (stereo not given) ?
Anthrax LF inh2: -3; BoNT-A LC inh2: 0.9; BH1578 lux ind: inactive; Y pestis TopoI: 1; PriA SSB inh: -6; PfHsp40 rescue: 1.1; 3CLpro inhibitor: 4

What do the screens show for `COC(=O)c1cc(=O)n(CCc2ccccc2F)c(=Nc2ccc(F)c(Cl)c2)s1`?
Anthrax LF inh2: -9; BoNT-A LC inh2: -0.9; BH1578 lux ind: -0.2; Y pestis TopoI: 9; TcdB inh: -0.1; PriA SSB inh: 2; PfHsp40 rescue: -0.3; PrPC TRFRET: 6; 3CLpro inhibitor: 0

What do the screens show for `COc1ccc2[nH]c(=O)c(CN(CCc3ccccc3)Cc3nnnn3CC3CCCO3)cc2c1` (stereo not given)?
Anthrax LF inh2: -1; BoNT-A LC inh2: 2.2; BH1578 lux ind: inactive; Y pestis TopoI: 26; PriA SSB inh: -7; PfHsp40 rescue: 0.5; PrPC TRFRET: -4; 3CLpro inhibitor: -2

What do the screens show for `COc1cc(/C=N/NC(=O)c2cc(-c3ccco3)nc3ccccc23)cc(OC)c1O`?
Anthrax LF inh2: -8; BoNT-A LC inh2: -1.2; BH1578 lux ind: -0.6; Y pestis TopoI: -1; TcdB inh: -1.3; PfHsp40 rescue: -0.2; PrPC TRFRET: -3; 3CLpro inhibitor: 4

Results for CC(C)c1ccc(N(CC(=O)NCC2CCCO2)C(=O)Cn2nnc(-c3cccs3)n2)cc1 (stereo not given) ?
Anthrax LF inh2: -8; BoNT-A LC inh2: -1.2; BH1578 lux ind: -0.9; Y pestis TopoI: 23; TcdB inh: 0.8; PriA SSB inh: -7; PfHsp40 rescue: 0.7; PrPC TRFRET: 3; 3CLpro inhibitor: -2

What do the screens show for `COCC(C)NC(=O)c1cccc(Cl)c1` (stereo not given)?
Anthrax LF inh2: -2; BoNT-A LC inh2: 0.6; BH1578 lux ind: inactive; Y pestis TopoI: -9; TcdB inh: -0.6; PriA SSB inh: -7; PfHsp40 rescue: -0.5; PrPC TRFRET: -3; 3CLpro inhibitor: -2

Results for COc1ccc(NC(=O)/C(Cl)=C(/Cl)S(=O)Cc2ccc(C)cc2)cn1 (stereo not given) ?
Anthrax LF inh2: 3; BoNT-A LC inh2: 0.5; BH1578 lux ind: inactive; Y pestis TopoI: -2; PfHsp40 rescue: 278*; 3CLpro inhibitor: 2

How did O=S(=O)(c1ccccc1)N1CCN(Cc2c(O)ccc3ccccc23)CC1 do in these assays?
Anthrax LF inh2: -4; BoNT-A LC inh2: -0.2; BH1578 lux ind: inactive; Y pestis TopoI: 28; TcdB inh: -0.4; PriA SSB inh: 14; PfHsp40 rescue: 1.8; PrPC TRFRET: -3

What do the screens show for `O=C(CSc1nc2ncc(Cl)cc2[nH]1)N1CCC(Cc2ccccc2)CC1`?
Anthrax LF inh2: 5; BoNT-A LC inh2: -0.3; BH1578 lux ind: -4.2; Y pestis TopoI: -4; TcdB inh: 2.1; PriA SSB inh: -4; PfHsp40 rescue: 0.0; PrPC TRFRET: -5
